# TLR9-MyD88 inh: inhibitors of TLR9-MyD88 association in cells, primary screen, cell-based, CHO, BLA complementation, fluorescence; Toll-like receptor 9 (Homo sapiens) + Myeloid differentiation primary response protein …; CCF4 FRET ratio; inhibition, % at 4.98 µM; 340,000 compounds, 0.21% hits;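 active means inhibition above the mean over all tested compounds plus 3 SD, cut at about 21% in these data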;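 further: 0% = DMSO only wells and 100% = clavulanate BLA inhibitor control wells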
# Granule exo inh: LAMP-1 surface exposure blockers, TALL-104 cells – cell-based, flow cytometry, MLPCN library, primary screen. inhibition, % at 10 µM. 360,000 compounds, 0.66% hits. TALL-104 LAMP-1 surface exposure; cells stimulated with thapsigargin and PMA;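 active means inhibition above about 55%, limit read from the data; inconclusive means no clear call, values can overlap the other calls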
# Vif inh: HIV Vif self-association inhibitors, primary screen, imaging, HEK293T, single point; HEK293T cells, Vif self-association by quenched fluorescence, 24 h; inhibition, % at 7.49 µM; 340,000 compounds, 0.35% hits; AID 602346, 2012; in the data active means inhibition above about 50%, passing the limit was not always enough; inconclusive means no clear call, values can overlap the other calls; inactive means below about 31%; further: some results filed as inactive read as strong as hits
# ABHD5-PLIN5 inh: ABHD5-PLIN5 interaction inhibitors, primary screen, cell lysate, split luciferase complementation, luminescence. Split G. princeps luciferase complementation, 4 h. inhibition, % at 4 µM. 360,000 compounds, 0.78% hits;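 active means inhibition above the mean inhibition across every tested compound plus 3 SD, cut at about 22% in these data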;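 further: 0% = DMSO only wells and the 100% control is not disclosed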
# aDG glyco act: activators of alpha-DG glycosylation, primary screen, uHTS, Pro5-aDG cells, AlphaScreen; activation, % at 10 µM; 360,000 compounds, 0.22% hits; alpha-DG glycosylation AlphaScreen (IIH6); 0% Pro5, 100% B10-LARGE cell signal; AID 624168, 2012;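 active means activation of at least 8% versus controls, or a plate z-score of at least 8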;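 further: Pro5 are CHO cells carrying HIG-tagged alpha-DG that lacks glycosylation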
# ABCB6 inh MLPCN: ABCB6 transporter inhibitors, primary screen, K562-ABCB6 cells, flow cytometry, MLPCN library. ATP-binding cassette sub-family B member 6 (Homo sapiens), Q9NP58. K562-ABCB6 porphyrin accumulation, 1 h; stronger effect = lower value. fluorescence ratio to DMSO, % at 10 µM. 360,000 compounds, 0.19% hits. AID 602162, 2011;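 active means fluorescence ratio to DMSO below 75%, the collection mean minus 3 SD; inconclusive means too few cells collected in the well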;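 further: signal is porphyrin accumulated inside mitochondria; 100% equals median channel fluorescence of DMSO control wells; lower ratio means ABCB6 inhibition with less porphyrin fluorescence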
# NOD2 RIPK2 PPI: NOD2-RIPK2 binding disruptors in cells, primary screen, fluorescence, CHO cells, BLA complementation; inhibition, % at 4.98 µM; CCF4 ratio; 360,000 compounds, 0.38% hits; AID 624267, 2012; Receptor-interacting serine/threonine-protein kinase 2 (Homo sapiens), O43353; in the data active means inhibition above about 21%;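 further: 0% = vehicle only and 100% = reference blocker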
# Target sequence (O43353 whole entry, looked up): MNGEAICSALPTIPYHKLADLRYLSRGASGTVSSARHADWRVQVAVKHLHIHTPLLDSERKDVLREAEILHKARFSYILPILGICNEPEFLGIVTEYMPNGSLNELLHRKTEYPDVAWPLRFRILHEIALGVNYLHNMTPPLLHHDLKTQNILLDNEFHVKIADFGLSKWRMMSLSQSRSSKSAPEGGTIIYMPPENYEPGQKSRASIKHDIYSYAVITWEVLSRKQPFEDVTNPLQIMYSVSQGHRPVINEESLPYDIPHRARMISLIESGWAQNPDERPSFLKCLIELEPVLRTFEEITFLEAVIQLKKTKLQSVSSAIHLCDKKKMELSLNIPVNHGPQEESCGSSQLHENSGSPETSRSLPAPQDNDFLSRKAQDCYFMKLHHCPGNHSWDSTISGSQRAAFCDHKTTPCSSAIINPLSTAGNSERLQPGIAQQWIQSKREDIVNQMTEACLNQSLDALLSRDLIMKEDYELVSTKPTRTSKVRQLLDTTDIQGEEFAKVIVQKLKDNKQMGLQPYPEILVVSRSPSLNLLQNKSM
# MC4R antagonist: MC4R antagonists of cAMP signaling, primary screen, cell-based, TR-FRET, antagonist arm of biased-ligand search. Melanocortin receptor 4 (Homo sapiens), P32245. MC4R-expressing cells, MTII-stimulated cAMP, LANCE TR-FRET. inhibition, % at 6.5 µM. 360,000 compounds, 0.48% hits. AID 540295, 2011;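 active means inhibition above its plate's cutoff, the mean of tested wells on that plate plus 3 SD, cut at about 29% in these data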;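 further: 0% = Melanotan II alone and 100% = Melanotan II plus saturating MCL0020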
# Target sequence (P32245 whole entry, looked up): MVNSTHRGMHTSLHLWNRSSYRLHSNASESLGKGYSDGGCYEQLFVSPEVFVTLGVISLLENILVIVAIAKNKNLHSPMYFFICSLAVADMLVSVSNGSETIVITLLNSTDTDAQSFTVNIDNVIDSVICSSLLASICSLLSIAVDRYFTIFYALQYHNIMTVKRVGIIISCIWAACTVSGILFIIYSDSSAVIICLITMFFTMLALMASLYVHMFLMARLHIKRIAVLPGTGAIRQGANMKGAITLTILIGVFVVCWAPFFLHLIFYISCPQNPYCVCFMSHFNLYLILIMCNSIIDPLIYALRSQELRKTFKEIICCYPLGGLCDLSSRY
#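 system = U2OS cells with stable human MC4R expression | also added = Melanotan II challenge after compound preincubation | dosing = one concentration, 6.5 µM nominal | incubation = compound 30 min, challenge 1 h, detection 1 h | measured by = TR-FRET with Eu-cAMP and labeled anti-cAMP, 671 nm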
# Glyco luc inh: increase of ERlucT glycosylation luciferase signal, primary screen, N-linked glycosylation inhibitor project, D54 ERlucT cells, luminescence, set 2; D54 ERlucT glycosylation luciferase reporter, 24 h; percent of 100 nM tunicamycin response; reporter increase, % at 12.5 µM; 360,000 compounds, 0.23% hits;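 active means mean luciferase reporter signal, scaled so untreated is 0 and the glycosylation-blocking control 100, at or above a set limit in every replicate; inconclusive means mean reaches the limit but not every replicate does; inactive means mean below the limit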;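 further: luciferase carries N-glycosylation sites so blocking glycosylation raises the light; 0% = median of neutral control wells and 100% = median of 100 nM tunicamycin wells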
# MC4R ag barr: MC4R agonists recruiting beta-arrestin, primary screen, cell-based, luminescence, agonist arm of biased-ligand search; Melanocortin receptor 4 (Homo sapiens), P32245; U2OS MC4R beta-arrestin complementation; percent of melanotan II response, DMSO zero; activation, % at 8.9 µM; 360,000 compounds, 0.98% hits; AID 540308, 2011;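 active means activation above a per-plate cutoff, the mean activation of sample wells on that plate plus 3 SD, cut at about 8% in these data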
# * marks the source's active call; other numbers are inactive results; ? = inconclusive; · = not tested or not shown. An excerpt; the hit share may differ from the screen's.
SMILES,TLR9-MyD88 inh,Granule exo inh,Vif inh,ABHD5-PLIN5 inh,aDG glyco act,ABCB6 inh MLPCN,NOD2 RIPK2 PPI,MC4R antagonist,Glyco luc inh,MC4R ag barr
COc1ccc(/C(N)=N/OC(=O)CCc2ccccc2)cc1,9,-2,8,2,-0.2,96,-11,11,1,-1.3
CC(C)(C)c1cc(Br)c(O)c(N=Nc2ccc(S(=O)(=O)N3CCOCC3)cc2)c1,9,3,-5,6,-0.5,103,-7,6,-7,-1.9
CC1(C)CC(=O)c2cc(NC(=O)c3ccc(F)cc3)c(=O)oc2C1,5,-2,1,-3,-0.1,105,-12,1,2,-1.6
COc1ccc(N=C2S/C(=C\c3ccc(OC(C)C(=O)O)c(OC)c3)C(=O)N2CCc2c[nH]c3ccccc23)cc1 (configuration not stated),-2,2,1,-1,-0.8,94,7,15,0,-1.1
O=C(Nc1ccc(Br)cc1)c1cccc(N2C(=O)C3CCCCC3C2=O)c1 (configuration not stated),0,-2,-11,-8,0.0,108,-7,6,2,-3.4
CNC(=O)Cn1ncc2c(C)n(Cc3ccc(C)cc3)c(C)c2c1=O,2,-5,-5,4,2.1,119,-17,10,0,-1.9
COc1ccccc1N=CC=C1OC(C)(C)C(C)(C)O1,7,0,2,37*,-0.7,102,3,6,10,-3.2
C=CCNC(=O)c1ccc(C2SCC(=O)N2Cc2ccco2)cc1 (configuration not stated),4,6,-7,11,-0.5,104,1,8,2,-0.4
O=C(CC1Oc2ccccc2NC1=O)NCCCN1CCN(Cc2ccccc2)CC1 (configuration not stated),2,11,2,-5,-0.2,102,-4,9,0,-0.5
O=C(COC(=O)CCc1c[nH]c2ccccc12)NCc1ccc2c(c1)OCO2,-9,-1,-3,4,-0.1,94,2,25,1,-1.1
O=C(NCCCN1CCCC1=O)NC1CCCCC1,-2,-3,·,1,-0.2,98,-7,4,2,-1.1
CCc1noc(C)c1C(=O)NCCc1ccccc1,-2,3,4,5,-0.2,98,-5,3,1,-0.8
CCN(CC(=O)Nc1c(F)cccc1F)C(=O)c1ccc(-c2ccc(C(C)=O)cc2)o1,-6,2,25,-6,0.0,95,5,4,0,-1.8
Cc1cccc(-c2nc3c(c(SCC(=O)N4CCOCC4)n2)CCCC3)c1,-1,-2,-1,1,0.0,104,-3,4,-1,-3.1
O=C(NCCCN1CCOCC1)c1cc(-c2ccc(Cl)c(Cl)c2)on1,-5,16,4,3,0.3,101,-7,13,6,-0.5
O=C(CSc1ncnc2ccccc12)Nc1cc(S(=O)(=O)N2CCCCC2)ccc1Cl,-4,-6,-12,4,0.2,97,-4,17,-10,2.2
c1ccc(-c2ccc(-c3cnc4n3CCCCC4)cc2)cc1,0,12,-4,-4,0.6,103,2,-2,-7,-2.3
CC1CCN(C(=O)CN2c3cccc4cccc(c34)S2(=O)=O)CC1,-2,-2,-2,6,0.3,96,-11,-3,-1,0.8
O=C(NCCNc1ccc([N+](=O)[O-])cc1)c1cc(F)c(F)cc1Cl,·,7,16,-13,0.0,96,-4,-1,2,-1.3
CC(C)C[C@H]1CNC(=O)C(=O)N1C[C@@H]1CCCN1C[C@H](Cc1ccccc1)N1C[C@H](CC(C)C)N(CC2CCCCCC2)C(=O)C1=O,·,-14,·,0,0.1,97,-2,·,·,·
O=C(Cc1ccsc1)NNC(=O)c1ccc(F)cc1,1,-6,·,11,-0.1,104,-8,8,-1,-1.0
COc1ccc(N2C(=O)CC(Sc3nc(C)cc(C)n3)C2=O)cc1OC (configuration not stated),-2,-18,35,-4,0.0,103,-6,-9,-1,-1.8
O=C(CC[C@H]1O[C@@H](n2ccc(=O)[nH]c2=O)[C@H](O)[C@@H]1O)N1CCN(Cc2cccc3ccccc23)CC1,·,3,0,0,-0.1,94,-13,·,1,·
COC(=O)c1c(N2C(=O)CC(Sc3ccccc3C(=O)O)C2=O)sc(C)c1C (configuration not stated),-5,3,6,6,-0.2,99,5,9,3,-3.8
CC1CN(C(=O)c2cc3cc([N+](=O)[O-])ccc3s2)CC(C)O1 (configuration not stated),-4,0,-1,-9,0.5,97,-4,9,-1,-2.0
CCSc1nc2cc(S(=O)(=O)N3CCOCC3)ccc2o1,-5,-13,-2,-5,0.0,102,1,4,-1,-1.5
Cc1ccccc1C(OCC(O)CN1CCCCC1CCO)c1ccccc1 (configuration not stated),1,-1,10,4,0.6,89,-70,1,-2,2.5
COc1ccccc1-c1cc2c(c3c1ccn3C)C1CCC2C1 (configuration not stated),·,0,·,8,-0.1,103,9,·,4,·
C/C(=N\Nc1ccc(S(N)(=O)=O)cc1[N+](=O)[O-])c1cccs1,3,-7,6,-15,-0.1,98,-11,-2,0,0.3
CC1CCC(NC(=O)C2CCN(c3c4c(nc5ncnn35)CCC4)CC2)CC1 (configuration not stated),-4,24,3,-7,0.3,91,1,4,-1,-0.5
CC1CCCN(C(=O)/C(=C/c2ccco2)NC(=O)c2ccccc2)C1 (configuration not stated),-4,-19,-15,-2,0.0,92,0,5,0,-0.8
CCCn1c(CNC(=O)c2cccs2)nc2ccccc21,-12,0,·,1,-0.3,101,4,5,1,0.1
Cc1nc(Cl)sc1C(=O)O,1,1,0,3,0.3,101,-3,10,1,1.5
CN(CC(=O)Nc1ccc(Cl)c(C(F)(F)F)c1)C(=O)c1ccc(OCC2CCCO2)cc1 (configuration not stated),0,-3,-29,-6,0.4,98,5,11,-3,3.7
C=C1C2=C(C(=O)N1OC)[C@@H](O)[C@@](C)(O)[C@@H](CCCCC)O2,·,-2,·,-5,0.4,114,2,·,-1,·
O=C(O)c1cccc(CSc2nnc(-c3ccc(Cl)cc3)o2)c1,-7,-2,-1,5,0.1,101,2,8,-2,-0.9
O=C(NCc1ccc(F)cc1)C(=O)NCC1OCCN1S(=O)(=O)c1cc(F)ccc1F (configuration not stated),6,-8,0,7,0.0,97,2,-2,-1,0.0
O=C(COc1ccc2c3c(c(=O)oc2c1)CCC3)NC1CCN(Cc2ccccc2)CC1,-8,-6,-1,-10,0.5,101,1,22,3,0.0
O=C(NC(=S)N(CCc1ccccc1)CCc1ccccc1)c1ccco1,-9,20,-5,6,2.8,94,-8,1,4,-1.5
OC1(CNCc2cn[nH]c2-c2cc3ccccc3o2)CCCCC1,2,2,40,2,0.5,100,-4,9,0,-1.6
CCOC(=O)N1CCC(n2c(=S)[nH]c3cc(OCC)c(OCC)cc3c2=O)CC1,1,1,?,1,-0.1,99,-2,1,2,-0.5
CC(=O)Nc1ccc(-n2cc(-c3ccccc3)[nH]c2=S)cc1,0,-2,-13,-14,-0.2,98,0,3,1,-1.9
CC(C)NC(=O)c1ccccc1NC(=O)CCc1ccccc1,-6,-2,29,-8,-0.1,97,-4,0,-2,-1.1
Cc1ccc2c(c1)C(=O)c1c(C(=O)O)cccc1-2,9,0,-2,4,-0.1,92,-1,-6,0,-1.7
COc1ccc(C)cc1S(=O)(=O)N1CCN(C)CC1c1ccccc1 (configuration not stated),1,0,-14,7,0.0,96,-4,0,2,3.9
CCCc1cc(=O)oc2cc(OCC(=O)NCCc3ccc(S(N)(=O)=O)cc3)ccc12,-7,-3,-2,-7,0.1,95,-5,9,0,-3.2
COc1ccc(-c2nc3ccc(N4CCCC4)cc3c(=O)[nH]2)cc1OC,0,1,·,6,-0.4,97,6,-3,7,1.6
COc1ccc2c(c1)CC/C(=C\c1ccc(C)o1)C2=O,-7,31,-4,8,-0.1,115,-3,4,-4,0.4
COc1ccc(-c2onc3ccc(C(C)=O)cc23)cc1,-2,-14,-18,17,0.1,104,-3,17,3,0.7
O=C1c2ccccc2C(=O)N1N=Cc1ccc2c(c1)OCO2,-15,12,3,-3,-0.2,103,-5,-1,2,0.1
Fc1cc(Br)ccc1Nc1nc2ccccc2n2nnnc12,-2,8,0,-5,-0.1,108,-1,-1,2,14*
COc1ccc(/C=N/NC(=O)c2cccnc2)cc1COc1ccc([N+](=O)[O-])cc1,7,61*,-4,3,-0.1,104,6,-10,16,-1.8
CCOC(=O)c1nnc(-c2ccccc2)[nH]c1=O,-9,0,-3,5,0.3,94,-1,6,0,-2.3
Nc1c([N+](=O)[O-])cnnc1-c1ccccc1,1,-2,1,-3,0.4,107,3,-4,2,-1.5
COc1ccccc1CNC(=O)CN1CCN(c2ccc(C(C)=O)cc2)CC1,4,-9,4,6,-0.1,95,-2,2,2,0.1
CNC(=O)c1c(NC(=O)c2ccco2)sc(C)c1C,-21,-16,·,6,0.0,102,-3,-2,2,-0.6
COc1cccc(CNC(=O)CC(NC(=O)c2ccccc2)c2ccccc2)c1 (configuration not stated),-6,-4,-3,0,0.0,90,-6,-2,2,1.0
O=C(COC(=O)c1ccccc1O)NCc1ccc2c(c1)OCO2,0,-1,32,-4,0.0,95,-5,4,-1,-2.4
CN1CCN(CCCNC(=O)c2ccc3c(Cl)c4c(nc3c2)CCCC4)CC1,6,37,-8,9,0.8,96,7,-5,-2,0.0
COCCn1c(SCc2ccc(C(=O)OC)o2)nc2cc(Cl)ccc2c1=O,-2,3,-6,-2,0.1,99,-16,8,0,-0.4

# Next entries follow:
SMILES,TLR9-MyD88 inh,Granule exo inh,Vif inh,ABHD5-PLIN5 inh,aDG glyco act,ABCB6 inh MLPCN,NOD2 RIPK2 PPI,MC4R antagonist,Glyco luc inh,MC4R ag barr
COc1cc(/C=C/c2ccccc2)cc(OC)c1,-13,-1,13,-5,-0.3,94,3,2,0,-1.9
CC(=O)c1ccc(S(=O)(=O)N2CCC(NC(=O)c3ccccc3)CC2)cc1,-7,-5,0,-3,0.0,99,-4,13,2,0.2
Cc1cc(C(=O)Nn2c(C)nc3ccccc3c2=O)ccc1[N+](=O)[O-],0,5,-1,5,-0.2,92,2,-1,1,-2.4
COc1ccc(-n2nc3ccc(N)cc3n2)cc1,-4,-8,-4,-5,3.4,102,-12,12,-4,0.2
COc1cc2c(cc1OC)C(CCc1ccccc1)=NCC2,-10,63*,2,-4,0.4,102,-3,10,0,2.7
CC(=O)Nc1ccc(NC(=O)c2ccccc2-n2cnnn2)cc1,-1,-2,-2,6,0.3,104,-1,7,2,-1.5
